# RMI-FANCM inh: blocks RMI1/RMI2 complex binding to FANCM MM2 peptide; Fluorescence polarization, RMI core complex with F-MM2 peptide; active compounds read low; FP signal (polarization) at 33 µM; actives 0.58% (n = 70,000); in the data active = FP signal below about 40; also: inactives centre near 61; strong numbers were not always called active; unit not given here
# An asterisk follows results filed as active; & = joins results of further samples. These rows are one share of the data; count on the stated rates, not on these rows.
RMI-FANCM inh | mol
65 | CCC(=O)Nc1ccc(S(=O)(=O)NCCN2CCN(c3ccccc3)CC2)cc1
124 | O=C(CCS(=O)(=O)c1ccc(F)cc1)Nc1nc(-c2cc3ccccc3o2)cs1
67 | O=C(Cc1csc2nc(-c3ccccc3)cn12)Nc1ccc(C(F)(F)F)cc1
71 | Cc1nc2c(sc3ccccc32)c(=O)n1CC(=O)Nc1ccc(Br)cc1F
125 | Cc1cc(C)n(CC(=O)Nc2cccc(Cl)c2C)c(=O)c1-c1nc(-c2ccccc2)no1
84 | Clc1ccc(-c2nc(CN3CCN(C4c5ccccc5-c5ccccc54)CC3)cs2)cc1
61 | O=C(C1CCCCC1)N1CCC(c2nnc(C3CC3)s2)CC1
60 | CCOc1cc(Nc2ccc(NC(=O)c3ccco3)cc2)nc(C)n1
59 | CCOC(=O)N1CCN(C(c2cccs2)c2sc3ncnn3c2O)CC1 (stereo not drawn)
56 | CN(C)/C=C1\C(=O)N(C)N=C1c1ccccc1O
64 | Cc1ccc(Cn2c(=O)c3ccc(C(=O)NC(C)C)cc3n3c(=O)n(C)nc23)cc1
59 | COc1ccc(-c2nnc(NC(=O)c3cc(Cl)cc(Cl)c3)s2)c(OC)c1

# The last 5 records of the part before open the next one.
RMI-FANCM inh | mol
60 | CCOc1cc(Nc2ccc(NC(=O)c3ccco3)cc2)nc(C)n1
59 | CCOC(=O)N1CCN(C(c2cccs2)c2sc3ncnn3c2O)CC1 (stereo not drawn)
56 | CN(C)/C=C1\C(=O)N(C)N=C1c1ccccc1O
64 | Cc1ccc(Cn2c(=O)c3ccc(C(=O)NC(C)C)cc3n3c(=O)n(C)nc23)cc1
59 | COc1ccc(-c2nnc(NC(=O)c3cc(Cl)cc(Cl)c3)s2)c(OC)c1
64 | CC(Oc1cccc(Br)c1)C(=O)Nc1ccc2c(c1)OCO2 (stereo not drawn)
58 | COc1cccc(CCNC(=O)c2cnn(-c3nc(C)cc(=O)[nH]3)c2C)c1
61 | CSc1ccccc1NC(=O)c1cc(=O)c(OCc2ccccc2)c[nH]1
57 | Cc1ccc(S(=O)(=O)Nc2ccc(S(=O)(=O)Nc3c(C)cccc3C)cc2)cc1
58 | CCOC(=O)N1CCN(C(=O)CSc2nnc3n2CCN3c2ccccc2)CC1
61 | COc1ccc(OCC(O)CC(=O)O)cc1 (stereo not drawn)
54 | CC(=O)O[C@H]1CC2(C)[C@@H](C[C@@H](O)[C@H]3[C@@]4(C)CC[C@@H](O)[C@@H](C)[C@@H]4CC[C@@]32C)/C1=C(/CCC=C(C)C)C(=O)O (stereo partly drawn)
70 | CCCS(=O)(=O)N1CCc2ccc(N)cc2C1
68 | c1ccc2sc(NCCCN3CCOCC3)nc2c1
64 | CC(=O)N1CCc2ccc(NC(=O)Cc3ccc(Cl)cc3)cc2C1
57 | COCCNS(=O)(=O)c1ccc(C(C)(C)C)cc1
67 | CN1CCN(C(CNS(=O)(=O)c2ccccc2)c2ccsc2)CC1 (stereo not drawn)

# Further compounds follow:
RMI-FANCM inh | mol
139 | CCOC(=O)Cn1c(=NC(=O)c2ccccc2I)sc2cc(S(N)(=O)=O)ccc21
73 | C/C=C/c1ccc(Oc2nnc(-c3ccc(F)cc3)c3ccccc23)c(OC)c1
56 | O=S(=O)(Nc1ccc(-c2cnco2)cc1)c1ccc(Cl)c(Cl)c1
57 | COc1cc(C)c(S(=O)(=O)Nc2ccc(-n3c(C)nc4ccccc4c3=O)cc2C)cc1C
58 | O=C1c2cc(S(=O)(=O)O)ccc2CCC1S(=O)(=O)O (stereo not drawn)
54 | O=C(Cc1csc(SCc2ccc(F)cc2)n1)NCc1ccc2c(c1)OCO2
67 | O=C(Cc1cn(Cc2ccccc2)c2ccccc12)NCc1ccco1
60 | CCCCOc1ccc(C(=O)NCc2ccco2)cc1
61 | O=c1cc(-c2ccccc2)nc(SCc2nc(-c3cccc(C(F)(F)F)c3)no2)[nH]1
56 | O=C(COc1ccccc1)NCCSc1ncc(-c2ccc(F)cc2)[nH]1
57 | O=c1[nH]nc(C(F)(F)F)n2cccc12
83 | COc1ccc(/C=C\C(=O)Nc2nc3ccc(NC(C)=O)cc3s2)cc1OC

# Next results
RMI-FANCM inh | mol
59 | Clc1ccccc1CSc1nccc(-c2ccco2)n1
70 | CN(C)c1ccc(CCCNC(=O)c2ccc(F)cc2)cc1
60 | CC(C)N1C(=O)/C(=C/c2ccc([N+](=O)[O-])s2)SC1=S
61 | COc1ccc(C(=O)N2CCN(c3nc4c(OC)ccc(Cl)c4s3)CC2)cc1
75 | O=C(COc1ccccc1)Nc1ccccc1-c1nc2ccccc2s1
55 | O=C(NCc1ccc2c(c1)CCO2)c1cc(F)cc2c1OCOC2
59 | Cc1cc(S(=O)(=O)Nc2ccc(N3CCCC3=O)c(C)c2)ccc1F
59 | CCOC(=O)c1ccccc1NC(=O)CC1Nc2ccccc2NC1=O (stereo not drawn)
157 | Oc1cccnc1N=Cc1c(O)ccc2ccccc12
60 | O=C(CSc1nc(CC(=O)NCc2cccs2)cc(=O)[nH]1)NCc1ccc2c(c1)OCO2
55 | Cc1ccc(NC(=O)c2ccccc2NC(=O)c2cccc(F)c2)c(C(=O)c2ccccc2)c1
81 | COc1c(C[C@H](NC(C)=O)C(=O)O)cccc1OCC1CCCC1

# (continued)
RMI-FANCM inh | mol
52 | CCOC(=O)C1CCN(c2ccccc2CN2CCN(c3ccccc3OCC)CC2)CC1
50&65 | CC(=O)Oc1ccccc1C(=O)O
69 | O=C(c1ccco1)N1N=C(c2ccco2)CC1c1ccc(Cl)cc1Cl (stereo not drawn)
55 | C=CCn1c(Cc2ccc(OC)c(OC)c2)n[nH]c1=S
63 | O=S(=O)(c1cccs1)N1CCCC(c2nc(-c3cccnc3)no2)C1 (stereo not drawn)
62 | O=C(CCSc1ccc(Cl)cc1)Nc1nccs1
64 | C[C@]12CCC(=O)C=C1CCC1C2[C@@H](O)C[C@@]2(C)C1CC[C@]2(O)C(=O)CO (stereo partly drawn)
56 | COc1c(C)cnc2c1c(=O)n(CC(=O)NCc1ccco1)c(=O)n2C
65 | CCCS(=O)(=O)NCCc1csc(-c2cccnc2)n1
71 | Cn1c(SCC(=O)NCCc2ccc(Cl)cc2)nc2c(-c3ccccc3)c[nH]c2c1=O
72 | CCC(=O)N1CCc2ccc(NS(=O)(=O)c3ccc(F)cc3C)cc2C1
52 | CC1CC(=O)c2c(F)c(F)cc3c(=O)c(C(=O)O)cn1c23 (stereo not drawn)

# Later entries:
RMI-FANCM inh | mol
60 | O=c1[nH]nc(CSc2ccccn2)c2ccccc12
57 | CC(C)(C)NC(=S)N1CCSCC1
69 | CC(C)(C)NC(=O)C(=O)NCC1CCN(Cc2cccs2)CC1
52 | O=[N+]([O-])c1ccc2sc(-c3nc4ccccc4s3)cc2c1
53 | CCCCNC(=S)Nc1ccc(F)cc1
54 | CCOC(=O)/C(C#N)=C1\NC=CC=C1OC(C)=O
69 | CCOC(=O)Cn1c(=NC(=O)c2cccs2)sc2cc3c(cc21)OCO3
52 | COc1cn(CC(=O)Nc2cccc([N+](=O)[O-])c2)c(CSc2ncccn2)cc1=O
55 | CCCCCCS(=O)(=O)CC#N
79 | CC(C)CCn1c(SCc2nc(-c3ccc(Cl)cc3)no2)nc2ccsc2c1=O
67 | O=C(NCCCn1nc(-c2ccc(F)cc2)ccc1=O)c1c(F)cccc1F
60 | FC(F)(F)c1cc(-c2ccc(-c3ccn[nH]3)o2)cc(C(F)(F)F)c1

# (next part)
RMI-FANCM inh | mol
58 | CC12CCC(C(=O)N3CCC(C(=O)O)CC3)(CC1=O)C2(C)C (stereo not drawn)
64 | Cc1cccc(N2C(=O)Nc3ccccc3S2(=O)=O)c1C
64 | COc1cccc2cc(C(=O)Nc3c4c(nn3C)CCC4)oc12
73 | COCCCn1c(=O)c2ccccc2n(Cc2nc(-c3ccc4c(c3)OCO4)no2)c1=O
64 | Oc1[nH]c2ccc(Br)cc2c1N=Nc1nc(-c2ccccc2)c2cc(Cl)ccc2n1
65 | O=C(NCCc1c[nH]c2ccccc12)C(=O)NCC(c1ccco1)N1CCN(c2ccccc2F)CC1 (stereo not drawn)
67 | Cn1c(CNC(=O)c2ccc([N+](=O)[O-])cc2)nnc1SCC(=O)N1N=C(c2ccc(Br)cc2)CC1c1ccc(F)cc1 (stereo not drawn)
54 | CCOC(=O)c1ccccc1NC(=O)/C=C1/Nc2ccccc2NC1=O
65 | Cn1cccc1C(CNC(=O)C1CCN(S(C)(=O)=O)CC1)N1CCc2ccccc2C1 (stereo not drawn)
60 | O=C(CSc1nc(CC(=O)NC2CC2)cc(=O)[nH]1)NCc1ccccc1Cl
58 | COc1ccccc1CNC(=O)Cc1csc(NC(=O)C2CC2)n1
51 | CCOCCn1ccc2c(OCC(=O)Nc3cc(C)on3)cccc2c1=O

# Next section:
RMI-FANCM inh | mol
70 | Cc1cc(NC(=O)C2CCCN2S(=O)(=O)c2ccc(Cl)s2)n(C(C)C)n1 (stereo not drawn)
69 | Cc1cc(C)c(S(=O)(=O)N2CCN(C(=O)c3ccccc3Cl)CC2)c(C)c1
75 | COc1ccccc1OCC(=O)NCC1CCN(Cc2ccccc2)CC1
63 | COc1cccc2cc(C(=O)Nc3nnc(-c4ccc(Cl)cc4Cl)o3)oc12
71 | COCCN1CCC(CNS(=O)(=O)c2ccc(C)cc2)CC1
70 | CC(C)=CC(=O)Nc1ccc(I)cc1
62 | Cc1cccc(NC(=O)CSc2nc(=O)n(CCCN3CCOCC3)c3c2CCCC3)c1C
50 | NNC(=O)C1CCCNC1=O (stereo not drawn)
62 | O=C(Cn1c(=O)n(Cc2cccs2)c(=O)c2ncccc21)N1CCCc2ccccc21
64 | O=C(c1ccc2c(=O)nc3c(-c4ccccc4)n[nH]n3c2c1)N1CCN(c2ccccc2F)CC1
82 | Cc1cc(NC(=O)Cn2nc3ccc(SC(C)(C)C)nn3c2=O)ccc1Br
62 | Cc1c(NC(=O)c2sc3cc(F)ccc3c2Cl)c(=O)n(-c2ccccc2)n1C

# Reprinted from the part before: 6 compounds, followed by the next part.
RMI-FANCM inh | mol
62 | Cc1cccc(NC(=O)CSc2nc(=O)n(CCCN3CCOCC3)c3c2CCCC3)c1C
50 | NNC(=O)C1CCCNC1=O (stereo not drawn)
62 | O=C(Cn1c(=O)n(Cc2cccs2)c(=O)c2ncccc21)N1CCCc2ccccc21
64 | O=C(c1ccc2c(=O)nc3c(-c4ccccc4)n[nH]n3c2c1)N1CCN(c2ccccc2F)CC1
82 | Cc1cc(NC(=O)Cn2nc3ccc(SC(C)(C)C)nn3c2=O)ccc1Br
62 | Cc1c(NC(=O)c2sc3cc(F)ccc3c2Cl)c(=O)n(-c2ccccc2)n1C
51 | Cc1cc(C)c(-c2ccn[nH]2)[nH]1
64 | Cc1cccc(-c2nc3n(n2)C(c2cccc(C)c2)C2=C(CC(C)(C)CC2=O)N3)c1 (stereo not drawn)
58 | Cc1cn2c3c(=O)n(C)c(=O)n(C)c3nc2n1-c1ccc(C(F)(F)F)cc1
93 | N#Cc1nc(-c2ccc(S(=O)(=O)N3CCCCCC3)cc2)oc1NCc1ccc2c(c1)OCO2
60 | CCN(CC)C(=S)SCC(=O)Nc1c(Cl)cccc1Cl
77 | N#Cc1ccc(C(=O)NCC2CCN(Cc3cccs3)CC2)cc1
76 | N#CCCSc1ccccc1NC(=O)/C=C/c1ccc([N+](=O)[O-])s1
72 | C=CCn1c(SCC(N)=O)nc2scc(-c3ccc(C)c(C)c3)c2c1=O
67 | CS(=O)(=O)N1CCCC(C(=O)Nc2nnc(-c3cc(Cl)sc3Cl)o2)C1 (stereo not drawn)
64 | O=C1OC(N2CCOCC2)c2ccccc21 (stereo not drawn)
63 | C1CCN2C[C@@H]3C[C@@H](CN4CCCC[C@@H]34)[C@H]2C1
66 | COc1ccc(Cl)cc1C(=O)Nc1cc(C)nn1-c1nc(-c2ccc3c(c2)OCO3)cs1

# New compounds follow
RMI-FANCM inh | mol
59 | COc1ccccc1-c1nnc(SCC(=O)N2CCCc3ccccc32)o1
61 | CCOC(=O)C(NC(=S)SC)C(=O)OCC
57 | Cc1nn(S(=O)(=O)c2ccc(Cl)cc2)c(C)c1Sc1ncccn1
73 | O=C(NCC1CCN(C2CCCC2)CC1)C(=O)NC1CCCC1
63 | COc1ccc(-c2csc(NC(=O)/C=C\C(=O)O)n2)cc1
64 | CC(=O)Nc1nnc(-c2ccc3c(c2)OCO3)o1
60 | O=C(CC1S/C(=N\N=C2CCCCC2)NC1=O)Nc1ccc([N+](=O)[O-])cc1 (stereo not drawn)
66 | CN(C(=O)Cc1csc2nc(-c3ccc(Cl)cc3)cn12)c1ccccc1
78 | Cc1cccc(-n2c(SCC(=O)NCc3ccco3)nc3c([nH]c4ccccc43)c2=O)c1C
56 | N#CCc1ccc2cc(CC#N)ccc2c1
52&52 | O=c1oc2cccnc2n1CCS(=O)(=O)c1ccc(F)cc1
57 | CCOC(=O)/C=C/C(=O)N1CCc2ccccc21

# Carrying on.
RMI-FANCM inh | mol
82 | Cc1c(Cl)cccc1NC(=O)CCc1csc(NC(=O)c2ccc(F)cc2)n1
67 | COc1ccccc1OCC(=O)Nc1ccc2c(c1)N(C(=O)C1CCCC1)CC2
72 | O=C(NCc1cccs1)c1ccc2c(=O)nc3c(-c4cccc(F)c4)n[nH]n3c2c1
66 | CCc1nnc(NC(=O)CSc2nc3c([nH]c4ccccc43)c(=O)n2-c2cccc(OC)c2)s1
54 | CCOc1ccc(S(=O)(=O)ON=C2C=CC(=O)C=C2)cc1
58 | O=S(=O)(NCCc1csc(-c2cccnc2)n1)c1ccc(Cl)cc1
55 | COc1cc(O)c2c(c1)C(=O)c1cc(C)cc(O)c1C2=O
54 | CC(=O)C(N=Nc1ccc(C)cc1[N+](=O)[O-])=C(C)O
58 | COC(=O)c1ccc(CN)cc1
55 | O=C(O)CNC(=O)/C=C1\SC(=O)NC1=O
57 | CS(=O)(=O)c1cccc(-c2nnc(NC(=O)C3CCCCC3)o2)c1
72 | CCCOc1ccc(-c2csc(NC(=O)Cc3ccc4c(c3)OCO4)n2)cc1

# Next section:
RMI-FANCM inh | mol
75 | O=C(NCC1CCN(C2CCCC2)CC1)c1ccccc1C(F)(F)F
50 | COC(=O)c1sccc1Oc1ccc(C(F)(F)F)cc1NC(=O)c1ccco1
70 | Cc1ccc(NC(=O)Nc2ccc(-c3ccc(=O)n(C)n3)cc2)cc1
58 | COc1cc(NC(=O)c2ccccc2C(=O)O)c(OC)cc1Cl
